NSD2 block: inhibitors of human NSD2, primary screen, biochemical, plate reader, single point; hit rate 0.07% among 44,000; NSD2-SET H3K36me1 DELFIA fluorescence; inhibition, % at 12.5 µM; in the data active = inhibition above about 54%, passing the limit was not always enough;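 note: inhibitors reduce the monomethyl H3K36 fluorescence signal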
Target sequence (O96028 whole entry, looked up): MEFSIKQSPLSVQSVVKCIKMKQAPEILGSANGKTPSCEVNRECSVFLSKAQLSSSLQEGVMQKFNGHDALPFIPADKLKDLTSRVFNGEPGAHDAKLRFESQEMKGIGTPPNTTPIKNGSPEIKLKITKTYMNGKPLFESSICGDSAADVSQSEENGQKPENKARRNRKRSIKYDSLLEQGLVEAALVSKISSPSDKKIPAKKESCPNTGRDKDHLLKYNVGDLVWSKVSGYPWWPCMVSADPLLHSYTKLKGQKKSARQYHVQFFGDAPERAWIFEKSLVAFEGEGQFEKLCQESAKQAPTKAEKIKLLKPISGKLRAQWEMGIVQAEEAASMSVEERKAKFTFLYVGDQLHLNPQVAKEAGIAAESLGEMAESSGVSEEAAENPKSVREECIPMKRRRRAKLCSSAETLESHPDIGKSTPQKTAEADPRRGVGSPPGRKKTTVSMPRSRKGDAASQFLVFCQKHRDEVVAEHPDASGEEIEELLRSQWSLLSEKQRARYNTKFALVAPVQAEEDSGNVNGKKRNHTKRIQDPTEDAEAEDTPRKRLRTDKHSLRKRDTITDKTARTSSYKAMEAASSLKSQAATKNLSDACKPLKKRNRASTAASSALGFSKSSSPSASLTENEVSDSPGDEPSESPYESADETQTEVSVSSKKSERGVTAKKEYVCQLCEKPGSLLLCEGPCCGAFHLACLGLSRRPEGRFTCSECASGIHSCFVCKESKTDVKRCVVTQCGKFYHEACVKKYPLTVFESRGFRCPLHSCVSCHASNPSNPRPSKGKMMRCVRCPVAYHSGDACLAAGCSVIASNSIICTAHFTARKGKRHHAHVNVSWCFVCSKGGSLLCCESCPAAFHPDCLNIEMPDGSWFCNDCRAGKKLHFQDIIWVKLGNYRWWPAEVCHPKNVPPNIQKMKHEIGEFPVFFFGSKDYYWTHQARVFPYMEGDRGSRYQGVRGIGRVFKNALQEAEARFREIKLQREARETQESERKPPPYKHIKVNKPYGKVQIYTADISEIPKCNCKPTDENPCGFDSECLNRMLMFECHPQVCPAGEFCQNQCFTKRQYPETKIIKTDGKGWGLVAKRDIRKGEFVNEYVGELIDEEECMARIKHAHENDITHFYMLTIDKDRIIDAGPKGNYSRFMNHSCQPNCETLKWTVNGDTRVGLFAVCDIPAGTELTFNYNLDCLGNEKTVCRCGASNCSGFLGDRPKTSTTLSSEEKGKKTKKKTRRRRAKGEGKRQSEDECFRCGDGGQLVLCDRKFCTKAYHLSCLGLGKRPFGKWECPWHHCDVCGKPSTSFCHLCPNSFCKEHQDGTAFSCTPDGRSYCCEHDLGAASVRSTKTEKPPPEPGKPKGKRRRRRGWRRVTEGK
Starred values were filed as active, the others as inactive. Only part of the results is shown, so the mix of outcomes need not match the whole.

SMILES	NSD2 block
CS(=O)(=O)Nc1ccc2c(c1)[C@@H]1C[C@H](CC(=O)NCc3ccncc3)O[C@H](CO)[C@@H]1O2	4
C[C@H](NC(=O)C[C@H]1C[C@H]2c3cc(NS(C)(=O)=O)ccc3O[C@H]2[C@H](CO)O1)c1ccccc1	-2
C[C@H](CO)N1C[C@H](C)[C@@H](CN(C)CC2CC2)Oc2c(NC(=O)C3CC3)cccc2C1=O	-3
C[C@H](CO)N1C[C@H](C)[C@@H](CN(C)C(=O)NC2CCCCC2)Oc2c(NC(=O)Nc3ccc(C(F)(F)F)cc3)cccc2C1=O	-4
COCC(=O)N(C)C[C@@H]1Oc2cc(C#CC3CC3)ccc2S(=O)(=O)N([C@H](C)CO)C[C@H]1C	0
CC(=O)N(C)C[C@@H]1Oc2ncc(-c3cccnc3)cc2C(=O)N([C@@H](C)CO)C[C@@H]1C	4
COC(=O)Cc1c(CCC(=O)O)oc2cc(C)cc(O)c2c1=O	-2
C[C@H](CO)N1C[C@H](C)[C@H](CN(C)Cc2ccc(C(F)(F)F)cc2)Oc2c(NS(=O)(=O)c3cccs3)cccc2C1=O	-4
CC(C)NC(=O)Nc1cccc2c1O[C@@H](CN(C)Cc1ccc(Cl)c(Cl)c1)[C@H](C)CN([C@H](C)CO)C2=O	-2
C[C@H](CO)N1C[C@H](C)[C@H](CN(C)C(=O)Nc2ccc(C(F)(F)F)cc2)Oc2c(NS(=O)(=O)c3ccccc3)cccc2C1=O	-5
C[C@H]1CN([C@@H](C)CO)C(=O)c2c(c3ccccc3n2C)-c2ccccc2CO[C@H]1CN(C)S(=O)(=O)Cc1ccccc1	-9
Cc1ccc(S(=O)(=O)N(C)C[C@@H]2OCCCC[C@H](C)Oc3ccc(NS(=O)(=O)c4ccc(Cl)cc4)cc3C(=O)N([C@H](C)CO)C[C@H]2C)cc1	-1
CCCC#Cc1ccc2c(c1)O[C@H](CN(C)S(=O)(=O)c1cccc(OC)c1)[C@@H](C)CN([C@@H](C)CO)S2(=O)=O	6
O=C(CCCCCCC(=O)Nc1ccccc1O)N/N=C/c1ccccn1	-2
Cc1ccc(S(=O)(=O)N(C)C[C@@H]2OCc3ccccc3-c3ccccc3C(=O)N([C@H](C)CO)C[C@@H]2C)cc1	-5
O=C(C[C@H]1C[C@@H]2c3cc(NC(=O)Nc4ccccc4)ccc3O[C@@H]2[C@@H](CO)O1)NCCN1CCCCC1	5
C[C@@H]1CCCCO[C@H](CN(C)S(=O)(=O)c2ccc(F)cc2)[C@H](C)CN([C@@H](C)CO)C(=O)c2cc(NC(=O)Nc3ccc(C(F)(F)F)cc3)ccc2O1	0
COc1cccc(-c2cnc3c(c2)C(=O)N([C@H](C)CO)C[C@@H](C)[C@@H](CN(C)Cc2ccc(F)cc2)O3)c1	-5
Cc1ccc(S(=O)(=O)Nc2ccc3c(c2)C(=O)N([C@@H](C)CO)C[C@H](C)[C@@H](CN(C)C(=O)Nc2ccccc2)O3)cc1	-1
O=C(C1=C[C@H](c2csc3ccccc23)C[C@H](OCCCCO)O1)N1CCCCCCC1	0
C[C@H]1CN([C@@H](C)CO)C(=O)Cc2cc(NC(=O)c3ccncc3)ccc2O[C@H]1CN(C)S(=O)(=O)c1ccc(F)cc1	-3
CNC[C@H]1Oc2c(NC(=O)c3ccc(-c4nccs4)cc3)cccc2C(=O)N([C@H](C)CO)C[C@H]1C	-2
C[C@H]1CCCCO[C@@H](CN(C)Cc2ccc3c(c2)OCO3)[C@@H](C)CN([C@@H](C)CO)C(=O)c2cc(NC(=O)Cc3ccccc3)ccc2O1	6
C[C@H](CO)N1C[C@H](C)[C@H](CN(C)C(=O)Nc2ccc3c(c2)OCO3)Oc2ccc(NC(=O)Nc3ccc(F)cc3)cc2C1=O	-10
C[C@H]1CN([C@@H](C)CO)C(=O)c2cc(NC(=O)Nc3cccc4ccccc34)ccc2O[C@H]1CN(C)C(=O)Nc1ccc2c(c1)OCO2	-3
C[C@@H]1CN([C@@H](C)CO)C(=O)Cc2cc(NC(=O)C3CC3)ccc2O[C@H]1CN(C)S(=O)(=O)c1ccc(F)cc1	2
C[C@H]1CN([C@@H](C)CO)C(=O)Cc2cc(NS(=O)(=O)c3ccc(F)cc3)ccc2O[C@@H]1CN(C)C(=O)Nc1cccc2ccccc12	4
COc1ccc(CN(C)C[C@@H]2Oc3ccc(NC(=O)Nc4ccc(C(F)(F)F)cc4)cc3C(=O)N([C@@H](C)CO)C[C@@H]2C)cc1	-4
CC1=NS(=O)(=O)c2cc(Cl)ccc2N1	0
C[C@@H]1CN([C@@H](C)CO)C(=O)c2cc(C#Cc3ccccc3F)cnc2O[C@@H]1CN(C)S(=O)(=O)c1ccccc1	0
C[C@H](O)C#Cc1ccc2c(c1)O[C@@H](CN(C)CC1CCOCC1)[C@@H](C)CN([C@H](C)CO)S2(=O)=O	2
C[C@@H]1CN([C@@H](C)CO)C(=O)Cc2cc(NC(=O)Cn3cnnn3)ccc2O[C@H]1CN(C)S(=O)(=O)c1ccccc1	-105
C[C@@H]1CN([C@H](C)CO)C(=O)c2cc(NC(=O)Cc3ccccc3)ccc2O[C@@H]1CN(C)C	3
COc1ccc(CN(C)C[C@@H]2OCCCC[C@@H](C)Oc3ccc(NS(=O)(=O)c4ccccc4)cc3C(=O)N([C@@H](C)CO)C[C@H]2C)cc1	2
C[C@@H]1CN([C@H](C)CO)C(=O)c2cccc(NC(=O)C3CCCCC3)c2O[C@H]1CN(C)CC1CCCCC1	-5
C[C@H]1CCCCO[C@@H](CN(C)Cc2ccncc2)[C@@H](C)CN([C@@H](C)CO)C(=O)c2cc(NS(=O)(=O)c3ccccc3)ccc2O1	-1
C[C@@H]1CN([C@H](C)CO)S(=O)(=O)c2ccc(-c3cccc(C(=O)N(C)C)c3)cc2O[C@H]1CN(C)C	3
Cc1oc2c(c1C(N)=O)CCCC2	3
C[C@@H]1CN([C@@H](C)CO)C(=O)c2cc(C#Cc3ccncc3)cnc2O[C@H]1CN(C)CC1CCOCC1	9
C/C=C/c1cnc2c(c1)C(=O)N([C@@H](C)CO)C[C@@H](C)[C@H](CN(C)S(=O)(=O)c1ccc(C)cc1)O2	5
C[C@@H]1CCCCO[C@H](CN(C)Cc2ccncc2)[C@@H](C)CN([C@H](C)CO)C(=O)c2cc(NC(=O)Nc3ccccc3)ccc2O1	-1
C[C@@H]1CN([C@@H](C)CO)C(=O)c2cc(NS(=O)(=O)c3cccs3)ccc2O[C@@H](C)CCCCO[C@@H]1CN(C)C(=O)NC1CCCCC1	-8
C[C@H](CO)N1C[C@H](C)[C@H](CN(C)Cc2ccccn2)Oc2cc(-c3ccncc3)ccc2S1(=O)=O	-4
CC(=O)N(C)C[C@H]1Oc2cc(C#Cc3ccc(F)cc3)ccc2S(=O)(=O)N([C@H](C)CO)C[C@H]1C	-4
COc1cccc(S(=O)(=O)N[C@H]2C=C[C@@H](CC(=O)NC3Cc4ccccc4C3)O[C@H]2CO)c1	-3
O=C(N[C@@H]1CC[C@@H](CC(=O)N2CCOCC2)O[C@@H]1CO)c1ccccn1	-2
C[C@H]1CN([C@@H](C)CO)C(=O)CCCn2nncc2CO[C@@H]1CN(C)C(=O)Nc1cccc2ccccc12	4
O=C(O)CCCCCCC(=O)N/N=C/C1CCCCC1	-12
C[C@H](CO)N1C[C@H](C)[C@H](CN(C)S(=O)(=O)c2cccs2)OCCCC[C@H](C)Oc2ccc(NC(=O)c3ccccc3)cc2C1=O	-1
C[C@@H]1CN([C@@H](C)CO)C(=O)CCCn2cc(nn2)CO[C@H]1CN(C)CC1CCCC1	0

Arranged by heavy-atom count (ascending): some entries from above.
SMILES	NSD2 block
Cc1oc2c(c1C(N)=O)CCCC2	3
O=C(O)CCCCCCC(=O)N/N=C/C1CCCCC1	-12
O=C(N[C@@H]1CC[C@@H](CC(=O)N2CCOCC2)O[C@@H]1CO)c1ccccn1	-2
C[C@@H]1CN([C@@H](C)CO)C(=O)CCCn2cc(nn2)CO[C@H]1CN(C)CC1CCCC1	0
COc1cccc(S(=O)(=O)N[C@H]2C=C[C@@H](CC(=O)NC3Cc4ccccc4C3)O[C@H]2CO)c1	-3
CC(=O)N(C)C[C@H]1Oc2cc(C#Cc3ccc(F)cc3)ccc2S(=O)(=O)N([C@H](C)CO)C[C@H]1C	-4
C[C@H](CO)N1C[C@H](C)[C@H](CN(C)Cc2ccccn2)Oc2cc(-c3ccncc3)ccc2S1(=O)=O	-4
C[C@@H]1CN([C@@H](C)CO)C(=O)c2cc(C#Cc3ccncc3)cnc2O[C@H]1CN(C)CC1CCOCC1	9
C[C@H]1CN([C@@H](C)CO)C(=O)CCCn2nncc2CO[C@@H]1CN(C)C(=O)Nc1cccc2ccccc12	4
C[C@@H]1CCCCO[C@H](CN(C)Cc2ccncc2)[C@@H](C)CN([C@H](C)CO)C(=O)c2cc(NC(=O)Nc3ccccc3)ccc2O1	-1
C[C@@H]1CN([C@@H](C)CO)C(=O)c2cc(NS(=O)(=O)c3cccs3)ccc2O[C@@H](C)CCCCO[C@@H]1CN(C)C(=O)NC1CCCCC1	-8

Other results follow:
SMILES	NSD2 block
Cc1noc(C)c1S(=O)(=O)Nc1ccc2c(c1)CC(=O)N([C@@H](C)CO)C[C@@H](C)[C@H](CN(C)Cc1ccc(-c3ccccc3)cc1)O2	-5
Cc1ccc(S(=O)(=O)N(C)C[C@H]2Oc3ccc(NC(=O)Nc4ccc(F)cc4)cc3CC(=O)N([C@H](C)CO)C[C@H]2C)cc1	0
C[C@H]1CN([C@@H](C)CO)C(=O)Cc2cc(NC(=O)C3CCCCC3)ccc2O[C@H]1CN(C)S(C)(=O)=O	6
COc1cc(-c2oc3cc(O)c(OC)c(O)c3c(=O)c2O[C@@H]2O[C@H](CO[C@@H]3O[C@H](CO)[C@@H](O)[C@H](O)[C@H]3O)[C@@H](O)[C@H](O)[C@H]2O[C@@H]2OCC(O)(CO)[C@H]2O)ccc1O (stereo partly drawn)	-1
C[C@@H]1CN([C@H](C)CO)C(=O)Cc2cc(NS(=O)(=O)c3cccs3)ccc2O[C@@H]1CN(C)C(=O)Nc1ccc(F)cc1	2
C[C@@H]1CN([C@H](C)CO)C(=O)Cc2cc(NC(=O)NC3CCCCC3)ccc2O[C@H]1CN(C)Cc1ccc2c(c1)OCO2	2
COc1ccc(-c2cnc3c(c2)C(=O)N([C@@H](C)CO)C[C@H](C)[C@@H](CN(C)C)O3)cc1	0
C[C@@H]1CCCCO[C@H](CN(C)C(=O)CCCN(C)C)[C@H](C)CN([C@@H](C)CO)C(=O)c2cc(NC(=O)c3ccncc3)ccc2O1	-3
C[C@H]1CN([C@@H](C)CO)C(=O)Cc2cc(NC(=O)NC3CCCCC3)ccc2O[C@H]1CN(C)C	2
C[C@H]1CN([C@@H](C)CO)C(=O)Cc2cc(NC(=O)C3CC3)ccc2O[C@@H]1CN(C)Cc1ccc(-c2ccccc2)cc1	-13
C[C@H]1CN([C@@H](C)CO)C(=O)Cc2cc(NS(=O)(=O)c3ccccc3)ccc2O[C@H]1CN(C)Cc1ccc2c(c1)OCO2	3
C[C@H](CO)N1C[C@H](C)[C@H](CN(C)S(=O)(=O)c2cn(C)cn2)Oc2ccc(NC(=O)CCC(F)(F)F)cc2CC1=O	1
COc1ccc(S(=O)(=O)Nc2ccc3c(c2)C(=O)N([C@@H](C)CO)C[C@H](C)[C@H](CN(C)S(=O)(=O)c2c(C)noc2C)OCCCC[C@@H](C)O3)cc1	-4
O=C(CCCCCCC(=O)N/N=C/c1ccc(OCCO)cc1)NO	6
C[C@H](CO)N1C[C@H](C)[C@H](CN(C)S(=O)(=O)c2ccc(F)cc2)Oc2ccc(NC(=O)Nc3ccc4c(c3)OCO4)cc2CC1=O	2
C[C@H](CO)N1C[C@H](C)[C@H](CN(C)S(=O)(=O)c2ccccc2)Oc2ccc(NC(=O)Cn3cnnn3)cc2C1=O	8
C[C@@H]1CN([C@@H](C)CO)C(=O)c2cccc(NC(=O)c3ccncc3)c2O[C@H]1CN(C)S(=O)(=O)c1ccc(F)cc1	0
C[C@@H]1CN([C@@H](C)CO)C(=O)c2cccc(NC(=O)C3CC3)c2O[C@H]1CN(C)C(=O)Nc1ccc(C(F)(F)F)cc1	0
C[C@@H]1CCCCO[C@@H](CN(C)C(=O)Nc2ccc3c(c2)OCO3)[C@@H](C)CN([C@H](C)CO)C(=O)c2cc(NS(=O)(=O)c3ccc(F)cc3)ccc2O1	6
CC(=O)N(C)C[C@H]1Oc2cc(C#Cc3ccncc3)ccc2S(=O)(=O)N([C@H](C)CO)C[C@@H]1C	0
C[C@@H]1CCCCO[C@H](CN(C)C)[C@H](C)CN([C@H](C)CO)C(=O)c2cc(NS(=O)(=O)c3cn(C)cn3)ccc2O1	2
Cc1ccc(S(=O)(=O)Nc2ccc3c(c2)CC(=O)N([C@H](C)CO)C[C@H](C)[C@H](CN(C)S(=O)(=O)c2ccc(F)cc2)O3)cc1	-2
C[C@H](CO)N1C[C@H](C)[C@H](CN(C)C(=O)c2ccccn2)Oc2ncc(-c3ccccc3)cc2C1=O	-8
C[C@@H]1CN([C@@H](C)CO)C(=O)c2cc(NS(=O)(=O)c3ccc(F)cc3)ccc2O[C@@H](C)CCCCO[C@@H]1CN(C)C(=O)Nc1ccc2c(c1)OCO2	-4
C[C@@H]1CCCCO[C@@H](CN(C)CC2CC2)[C@@H](C)CN([C@H](C)CO)C(=O)c2cc(NC(=O)C3CCCCC3)ccc2O1	-2
C[C@H]1CN([C@@H](C)CO)C(=O)c2cc(NS(=O)(=O)c3cccs3)ccc2O[C@H]1CN(C)S(=O)(=O)c1ccc(Cl)cc1	-5
CCCC#Cc1cnc2c(c1)C(=O)N([C@H](C)CO)C[C@@H](C)[C@H](CN(C)C(=O)c1ccccc1)O2	-1
CC(C)C#Cc1cnc2c(c1)C(=O)N([C@@H](C)CO)C[C@H](C)[C@@H](CN(C)C(=O)CCN1CCCCC1)O2	-1

From PubChem BioAssay
